CTSL1 counter = Fasciola hepatica cathepsin L1 inhibitors, primary screen, counter-screen for PFM18AAP inhibitor project, biochemical, QFRET, fluorogenic peptide substrate; recombinant F. hepatica cathepsin L1, Z-Leu-Arg-MCA fluorescence; inhibition, % at 5.96 µM; 300,000 compounds, 0.49% hits; AID 1906, 2009;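 active means inhibition above the mean of all tested compounds plus 3 SD, set per screening campaign, cut at about 17% in these data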;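 further: 0% = plate median of test compound wells and 100% = 1 µM Z-Phe-Ala-diazomethylketone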
procasp3 activ = activators of human procaspase-3 D3A mutant, primary screen, biochemical, absorbance, PC-3 D3A mutant, single concentration. recombinant procaspase-3 D3A, Ac-DEVD-pNA absorbance 405 nm. AID 463141, 2010. activation, % at 8.5 µM. 330,000 compounds, 0.11% hits;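 active means activation above the mean of all tested compounds plus 3 SD, cut at about 21% in these data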;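 further: 0% = DMSO alone and 100% = DMSO wells spiked with extra 5 µM PC-3 D3A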
Target sequence (P42574 whole entry D9A/D28A/D175A): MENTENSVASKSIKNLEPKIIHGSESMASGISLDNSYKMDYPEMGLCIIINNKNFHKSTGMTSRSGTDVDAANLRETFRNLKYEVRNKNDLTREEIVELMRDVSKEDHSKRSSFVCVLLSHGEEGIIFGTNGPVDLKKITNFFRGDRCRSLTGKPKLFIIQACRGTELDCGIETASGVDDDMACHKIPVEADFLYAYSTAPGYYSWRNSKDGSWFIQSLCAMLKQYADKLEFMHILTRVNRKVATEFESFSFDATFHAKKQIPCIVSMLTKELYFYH
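Compound: 8.5 µM single point, 0.8% DMSO / Material: Autoprocessing-dead procaspase-3 D3A mutant enzyme / Timing: 1 h preincubation plus 2 h reaction at 25 °C / Medium: Zinc-free HEPES/NaCl buffer with 0.01% Triton X-100 at pH 7.4 / Technique: 405 nm absorbance of p-nitroaniline, reads at 0 and 120 min / Repeats: one well per compound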
PP1 inh = PP1-alpha phosphatase inhibitors, primary screen, counter-screen for PP5 inhibitor project, biochemical, fluorescence, OMFP substrate, single point. purified PP1alpha. inhibition, % at 6.7 µM. 320,000 compounds, 0.9% hits. Serine/threonine-protein phosphatase PP1-alpha catalytic subunit (Homo sapiens), P62136;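 active means inhibition above the mean inhibition of all tested compounds plus 3 SD, computed separately for each screening campaign, cut at about 15% in these data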
Target sequence (P62136 whole entry, looked up): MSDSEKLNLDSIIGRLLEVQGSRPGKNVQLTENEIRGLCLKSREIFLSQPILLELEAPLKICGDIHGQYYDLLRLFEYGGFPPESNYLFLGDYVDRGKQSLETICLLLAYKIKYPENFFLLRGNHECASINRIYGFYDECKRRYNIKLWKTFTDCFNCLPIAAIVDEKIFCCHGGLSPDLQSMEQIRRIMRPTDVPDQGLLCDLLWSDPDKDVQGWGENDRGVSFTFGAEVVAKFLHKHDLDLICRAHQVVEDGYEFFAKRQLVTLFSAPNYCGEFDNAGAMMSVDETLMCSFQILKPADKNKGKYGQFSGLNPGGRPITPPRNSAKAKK
HCV core dimer = inhibitors of HCV core protein dimerization, primary screen, biochemical, TR-FRET, high-throughput. 300,000 compounds, 0.33% hits. inhibition, % at 5 µM. TR-FRET GST/Flag-core106 dimerization, 1536-well;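 active means inhibition above the mean of all tested compounds plus 3 SD, set per screening campaign, cut at about 45% in these data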
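Assay system: GST-tagged and Flag-tagged HCV core protein residues 1-106 / Times: compound-protein-antibody incubation 4 h at 22.5 °C / Signal: time-resolved FRET, ex 340 nm, em 617 and 671 nm / Evaluation: % inhibition based on acceptor/donor emission ratio / Benchmarks: wells lacking GST-core106 and wells with excess unlabelled core106 / Repeats: singlicate, one well per compound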
VLA-4 inh = inhibition in human VLA-4 binding assay, primary screen, VLA-4 allosteric modulator project, MLPCN library, flow cytometry, VLA-4 expressing cells; Integrin alpha-4 (Homo sapiens), P13612; ligand binding flow cytometry; inhibition, % (about 7 µM as worked out from the volumes in the protocol); 330,000 compounds, 0.2% hits; AID 2557, 2010; in the data active means inhibition above about 50%
procasp7 counter = procaspase-7 activators, primary screen, counter-screen for procaspase-3 activator project, biochemical, absorbance, HTS, human. recombinant procaspase-7, Ac-DEVD-pNA absorbance 405 nm; D23A/D198A/D206A triple mutant, cannot self-cleave; scale: DMSO 0, 5 µM enzyme 100. Caspase-7 (Homo sapiens), P55210. activation, % at 8.5 µM. 330,000 compounds, 0.093% hits;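 active means percent activation above the screen-wide mean plus 3 SD, cut at about 25% in these data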
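Assay system: Uncleavable procaspase-7 mutant enzyme / Input: 2 µM procaspase-7 mutant as dispensed / Dosing: single nominal 8.5 µM compound dose, 0.8% DMSO final / Timing: 1 h enzyme–compound preincubation and 2 h substrate reaction, both 25 °C / Detection: p-Nitroaniline absorbance at 405 nm, read at 0 and 120 min / Replication: singlicate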
GRK2 aptamer HTS = compounds blocking aptamer binding on GRK2 – biochemical, human GRK2, bead flow cytometry, HTS, primary screen | Beta-adrenergic receptor kinase 1 (Homo sapiens), P25098 | FAM-aptamer displacement from GRK2 | inhibition of aptamer binding, % at 10 µM | 330,000 compounds, 0.59% hits | AID 488847, 2010;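 active means inhibition of aptamer binding above 40%, roughly 3 SD of noise, on plates passing a quality check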;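 further: median bead fluorescence of bound FAM aptamer so fluorescent compounds give negative values; no value below 0 was filed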
PP5 primary = PP5 phosphatase inhibitors, primary screen, biochemical, fluorescence; AID 1987, 2009; Serine/threonine-protein phosphatase 5 (Homo sapiens), P53041; purified PP5c, OMFP substrate fluorescence; inhibition, % at 6.7 µM; 320,000 compounds, 0.18% hits;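 active means inhibition above the campaign's mean inhibition across all tested compounds plus 3 SD, cut at about 9.5% in these data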;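 further: 0% = DMSO only and 100% = 100 µM cantharidin control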
JMJD2C inh = inhibitors of GASC-1 histone demethylase, primary screen, biochemical, fluorescence, DELFIA europium; GST-JMJD2C(1-420) H3K9me3 demethylation; inhibition, % at 2.35 µM; 330,000 compounds, 0.069% hits; AID 2099, 2009;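 active means more than half of a compound's replicate wells show inhibition beyond 50%, single wells judged on their own value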;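 further: signal counts dimethyl H3K9 product captured on neutravidin plate; 0% = median of DMSO wells and 100% = 0.3 times that DMSO median; strong numbers were not always called active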
Target sequence (Q9H3R0 1-420 limits assumed): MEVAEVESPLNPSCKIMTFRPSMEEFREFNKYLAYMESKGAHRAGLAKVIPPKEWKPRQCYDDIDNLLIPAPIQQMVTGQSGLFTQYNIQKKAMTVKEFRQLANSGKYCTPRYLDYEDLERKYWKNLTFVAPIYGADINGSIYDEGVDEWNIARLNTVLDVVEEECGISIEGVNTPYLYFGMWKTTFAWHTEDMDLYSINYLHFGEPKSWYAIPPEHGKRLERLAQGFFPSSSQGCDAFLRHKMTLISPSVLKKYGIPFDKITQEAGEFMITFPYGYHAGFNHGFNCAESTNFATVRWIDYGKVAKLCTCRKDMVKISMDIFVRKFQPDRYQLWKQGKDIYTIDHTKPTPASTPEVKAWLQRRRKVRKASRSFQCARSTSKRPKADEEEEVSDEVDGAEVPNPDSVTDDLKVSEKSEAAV
Active calls of the source: *; / = no result given.

SMILES | CTSL1 counter | procasp3 activ | PP1 inh | HCV core dimer | VLA-4 inh | procasp7 counter | GRK2 aptamer HTS | PP5 primary | JMJD2C inh
O=C(O)CCc1ccc(-c2cccs2)n1CCC(=O)O | -1 | -21 | 1 | -13 | 8 | -9 | 9 | -0.7 | 4
C[C@H](CO)N1C[C@H](C)[C@@H](CN(C)S(=O)(=O)c2cn(C)cn2)Oc2c(NC(=O)Nc3ccc4c(c3)OCO4)cccc2C1=O | / | 1 | / | / | 5 | 2 | 2 | / | 19
Cc1cc(C(=O)N/N=C/c2cc(Br)ccc2OC(=O)c2ccccc2Cl)n[nH]1 | 3 | -21 | -1 | 4 | 2 | -16 | 0 | 0.7 | 11
CN(C)c1ccc(C(CNC(=O)c2ccccc2F)c2c[nH]c3ccccc23)cc1 (stereo not drawn) | -2 | 6 | -1 | 4 | 0 | -5 | 0 | 4.9 | 3
CCSc1ncccc1-c1nc2ccccc2[nH]1 | 2 | 1 | 2 | -3 | -4 | -4 | 1 | 1.1 | 3
CSc1ncccc1C(=O)NC(C)CCc1ccccc1 (stereo not drawn) | 2 | 8 | -4 | 5 | 10 | 13 | 0 | 0.9 | 4
Cc1ccc(N2CC(C(=O)OCC(=O)Nc3cc(C)on3)CC2=O)c(C)c1 (stereo not drawn) | -34 | 10 | -3 | 9 | 16 | -4 | 0 | -1.1 | 12
CCOc1ccc(CCNC(=O)CSc2ncn[nH]2)cc1OCC | 1 | 7 | -1 | -13 | 6 | 5 | 2 | 0.1 | 0
CC(C)c1ccccc1NC(=S)N1CCN(Cc2ccc3c(c2)OCO3)CC1 | 1 | 0 | 1 | -4 | -6 | 1 | 1 | 1.0 | -2
O=C(CNC(=O)C12CC3CC(CC(C3)C1)C2)Nc1ncccc1O | / | 10 | -6 | / | -9 | 2 | 1 | 1.6 | 0
CC(OC(=O)c1nsc(Cl)c1Cl)C(=O)NCc1cccs1 (stereo not drawn) | -3 | 3 | 5 | 9 | 1 | -4 | 10 | -0.6 | 10
CCN(Cc1ccccc1)S(=O)(=O)CCNC(=O)c1ccccc1 | 3 | 6 | -4 | 3 | -3 | 11 | 1 | -2.3 | -9
CCN(CC)S(=O)(=O)c1ccc(N2CCOCC2)c(NC(=O)CC(C)(C)C)c1 | 0 | -7 | 1 | -2 | 0 | 10 | 0 | -0.8 | 0
COc1ccc(-c2csc(NC(=O)CS(=O)(=O)c3ccccc3)n2)cc1 | 8 | 2 | -1 | 4 | -5 | -1 | 0 | 1.4 | -26
CC1CN(S(=O)(=O)c2ccc(C(=O)Nc3sccc3C(N)=O)cc2)CC(C)O1 (stereo not drawn) | 2 | -44 | -2 | 9 | 10 | -10 | 2 | 2.1 | -6
C#CCSc1nnc(C)c(C)n1 | -4 | 2 | 0 | 5 | / | 8 | / | -0.1 | -8
CC1CCN(C(=O)Cn2cc(S(=O)(=O)CC(=O)N3CCOCC3)c3ccccc32)CC1 | -8 | 0 | -2 | 3 | 15 | 10 | 3 | -3.0 | -2
COc1cccc(/C=C/C(=O)OCC(=O)Nc2ccc(Cl)cn2)c1 | 4 | -3 | 6 | 7 | 0 | 2 | 0 | -0.9 | -26
O=C(NCCc1c[nH]c2ccccc12)c1cncc(Br)c1 | -1 | 4 | 1 | -1 | 1 | 8 | 0 | -1.5 | -5
COC(=O)C(NC(=O)c1ccco1)(Nc1nc(C2CC2)cs1)C(F)(F)F (stereo not drawn) | -4 | -5 | -5 | 7 | 11 | 0 | 90* | 1.5 | -7
CCOC(=O)N1CCN(c2nc(N(c3ccccc3)c3ccccc3)nc(-n3ccnc3)n2)CC1 | 0 | -1 | 0 | 1 | -8 | 3 | 0 | -0.4 | -7
COc1ccc(NC(=O)CCS(=O)(=O)c2cc3c(cc2Cl)NC(=O)CO3)cc1OC | 0 | 0 | -6 | 9 | 2 | -3 | 0 | 2.3 | 0
Cc1ccc(-n2nnnc2SCC(=O)NCC2(N3CCCCC3)CCCCC2)c(C)c1 | / | 3 | -1 | / | 23 | -1 | 2 | 1.3 | 1
CC(=O)Cc1nsc(NC(=O)c2csc3c2CCCC3)n1 | -4 | -4 | 1 | -5 | 1 | -4 | 0 | -2.4 | 4
Cc1cc(-c2ccccc2C(=O)NCc2ccccc2)on1 | 2 | -12 | -2 | 4 | -18 | 1 | 4 | -0.8 | 0
NC(=O)CSc1oc(-c2ccco2)nc1S(=O)(=O)c1ccc(Cl)cc1 | 1 | -5 | 6 | 5 | 12 | -7 | 31 | 1.4 | 14
CSc1nsc(/C=C/Nc2ccc(C)cc2)c1C#N | 0 | -34 | 5 | 14 | -2 | -30 | 0 | -0.8 | -3
O=C(Nc1ccc(-c2csc(Nc3ccc(Cl)cc3)n2)cc1)c1ccccc1 | / | 2 | / | / | 10 | -6 | 0 | / | 30
O=C(O)/C=C\C(=O)N1CCc2ccccc21 | 1 | -2 | 2 | -2 | 8 | 1 | 0 | -0.1 | 2
Cc1ccc(C)c(N2N=C(C(=O)N(CC(C)C)c3c(N)n(Cc4ccccc4)c(=O)[nH]c3=O)CCC2=O)c1 | -2 | -2 | -2 | 3 | 3 | -7 | 1 | 2.7 | 4

Among those listed so far, two contain bromine.
SMILES | CTSL1 counter | procasp3 activ | PP1 inh | HCV core dimer | VLA-4 inh | procasp7 counter | GRK2 aptamer HTS | PP5 primary | JMJD2C inh
Cc1cc(C(=O)N/N=C/c2cc(Br)ccc2OC(=O)c2ccccc2Cl)n[nH]1 | 3 | -21 | -1 | 4 | 2 | -16 | 0 | 0.7 | 11
O=C(NCCc1c[nH]c2ccccc12)c1cncc(Br)c1 | -1 | 4 | 1 | -1 | 1 | 8 | 0 | -1.5 | -5

Additional compounds.
SMILES | CTSL1 counter | procasp3 activ | PP1 inh | HCV core dimer | VLA-4 inh | procasp7 counter | GRK2 aptamer HTS | PP5 primary | JMJD2C inh
Cc1ccc(S(=O)(=O)N2CCCOC2CNC(=O)C(=O)NCc2cccnc2)cc1 (stereo not drawn) | -2 | 0 | 4 | -6 | 11 | 0 | 0 | 2.3 | -2
COc1ccc(-c2cc(C(F)(F)F)nc(SCc3cccc(C(=O)O)c3)n2)cc1 | 6 | 9 | -2 | 13 | 0 | 6 | 0 | 4.8 | 0
COc1cc(C(=O)NCC(c2cccs2)N(C)C)cc(Cl)c1OC(C)C (stereo not drawn) | -5 | 6 | 1 | -12 | 28 | -4 | 0 | 1.5 | -1
Cc1ccc(NC2c3ncccc3C(=O)N2Cc2ccc(F)cc2)cc1 (stereo not drawn) | -3 | 0 | 1 | 3 | 2 | -4 | 76* | 2.1 | 2
COc1ccc(C[C@@H]2CN3C(=NC[C@@H]3C)N2C[C@H](C)NC(=O)CCC2CCCCC2)cc1 | -1 | 10 | -4 | -5 | / | 7 | / | 0.4 | -2
Cc1c(C)c2ccc(OC(C)C(=O)N3CC[C@@]4(O)CCCC[C@H]4C3)c(C)c2oc1=O (stereo partly drawn) | 0 | -8 | 1 | -1 | -7 | -2 | 1 | 2.5 | 7
Cc1ccc(Cn2cc(/C=C/C(=O)O)c(-c3ccccc3)n2)cc1 | 2 | 1 | -2 | 1 | 1 | 6 | 5 | -0.3 | -5
CN(C)C(CNC(=S)Nc1ccccc1Cl)c1cccnc1 (stereo not drawn) | 3 | -3 | 2 | 5 | -43 | -5 | 3 | 1.7 | 5
CC(C)OCCCNC(=O)c1cn(C)c2ccc(S(=O)(=O)N3CCCC3)cc2c1=O | 5 | 4 | -3 | -4 | -2 | 6 | 3 | -0.7 | 7
CC1=Nc2cc([N+](=O)[O-])ccc2NC(C)(C)C1 | 1 | -12 | -2 | 7 | -18 | 7 | 4 | 0.4 | -4
O=C1N[C@@H](Cc2ccccc2)C(=O)N1CCN1CCOCC1 | 0 | 7 | -4 | 7 | 11 | -8 | 0 | 0.1 | -1
O=C(Nc1ccc(Cl)cc1)Nc1cnccn1 | 1 | -2 | -2 | 3 | -14 | -1 | 2 | -0.4 | 7
CCCCN(C(=O)CCNC(=O)NC12CC3CC(CC(C3)C1)C2)c1c(N)n(CCC)c(=O)[nH]c1=O | 3 | 8 | 4 | -9 | -9 | 0 | 1 | -0.1 | -8
CC(C)[C@H](NC(=O)C1CCN(S(=O)(=O)c2ccc(F)cc2)CC1)C(=O)N1CCCCCC1 | 1 | 1 | -1 | -7 | 7 | 0 | 1 | 0.5 | 6
Cc1onc(-c2ccccc2)c1C(=O)N/N=C/c1ccccc1OC(C)C | 5 | 0 | 2 | 4 | / | 1 | / | 4.7 | -4
COc1ccccc1NC(=O)CCCc1nnc2n(C)c(=O)c3sccc3n12 | 2 | 0 | 0 | 9 | -2 | -2 | 0 | 0.2 | 8

Compounds from the list above that have a CF3 group:
SMILES | CTSL1 counter | procasp3 activ | PP1 inh | HCV core dimer | VLA-4 inh | procasp7 counter | GRK2 aptamer HTS | PP5 primary | JMJD2C inh
COC(=O)C(NC(=O)c1ccco1)(Nc1nc(C2CC2)cs1)C(F)(F)F (stereo not drawn) | -4 | -5 | -5 | 7 | 11 | 0 | 90* | 1.5 | -7
COc1ccc(-c2cc(C(F)(F)F)nc(SCc3cccc(C(=O)O)c3)n2)cc1 | 6 | 9 | -2 | 13 | 0 | 6 | 0 | 4.8 | 0

Compound activity deposited in PubChem BioAssay by several laboratories.
